TGFb SMAD3 inh: qHTS for Inhibitors of TGF-b. Potency, µM (doses to about 46.1 µM), inactives show at the highest dose activity, negative = inhibition, hits mostly inhibitors. hit rate 1.2% among 410,000. HepG2 CAGA-GFP TGF-b/SMAD3 reporter, GFP fluorescence, 18 h; TGF-beta stimulated, 500 pg/mL final; further: potency means the concentration at half of the fitted maximal effect; on the % scale 0 is the no-effect control and ±100 the full control effect; nearly all actives have a fitted effect of over 65% in size
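Inhibition was scored as loss of TGF-beta-induced (500 pg/mL final, 18 hours, 37 degrees C) GFP in HEPG2 cells carrying a CAGA-GFP reporter, in DMEM with 1% FBS. Well GFP was summed per cell; Activity was normalised to unstimulated and stimulated DMSO wells, then concentration-response fitting.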
A549 tox: Nrf2 qHTS screen for inhibitors: counterscreen for cytotoxicity; AID 504648, 2011; Potency, µM (series often up to 46 µM), inactives show top-dose activity change, negative = cytotoxicity, actives largely listed as inhibitors; hit rate 0.16% among 390,000; A549 ARE-Fluc cells, CellTiter-Fluor viability, 18-24 h; further: potency means the concentration at half of the fitted maximal effect; on the % scale 0 is the no-effect control and ±100 the full control effect
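A549 ARE-Fluc cells in 5% FBS OPTI-MEM, 5000 cells/well, rested 2 h then exposed to compounds in concentration-response for 18-24 h at 37 °C. Viability by CellTiter-Fluor fluorescence (Ex 405/Em 525) after 30 min; luciferase luminescence (BugLite, 15 min, RT) read afterwards.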
Nrf2 inh: Nrf2 qHTS screen for inhibitors; A549 ARE-Fluc reporter, luciferase luminescence, 18-24 h; Potency, µM (top dose mostly 46 µM), for the others: top-dose activity change, negative = inhibition, usual class: inhibitors; hit rate 2.1% among 360,000; AID 504444, 2011; further: potency means the concentration at half of the fitted maximal effect; on the % scale 0 is the no-effect control and ±100 the full control effect; nearly all actives have a fitted effect of over 60% in size
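A549 ARE_Fluc cells (5000/well, 5% FBS OPTI-MEM) pre-incubated 2 h, then treated with compounds 18-24 h at 37C/5% CO2 in concentration-response. CellTiter-Fluor viability read first; BugLite luciferase luminescence after 15 min at room temperature gives Nrf2 activity.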
CCT chaperon mod: High-Throughput Screening for Modulators of Cytosolic Chaperonin Activity; purified chaperonin ATPase assay, HTRF ADP detection, 30 min; activity change, % (no concentration beside the values), hits read low; hit rate 0.3% among 360,000; AID 651819, 2012; in the data active means activity change below about -30%; further: on the % scale 0 is the no-effect control and ±100 the full control effect
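TRiC at 40 or 20 nM final (batch-dependent) in 30 mM Tris pH 7.4, 100 mM KCl, 5 mM MgCl2, 1 mM DTT, with compound at single 76 uM and 10 uM ATP, 30 min at 37 deg C. ADP detected by HTRF Transcreener, 665/615 ratio.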
HepG2 viability: qHTS for Inhibitors of TGF-b: Cytotox Counterscreen; HepG2 CAGA-GFP viability, ATP luminescence, 18 h; Potency, µM (top dose mostly 46.1 µM), for the others: at the top dose activity change, negative = cytotoxicity, actives largely listed as cytotoxic; hit rate 0.76% among 410,000; further: potency means the concentration at half of the fitted maximal effect; some results filed as inactive show a strong effect at the top dose
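CellTiter-Glo luminescence gave cytotoxicity after 18 hours at 37 degrees C. The cells were HepG2 CAGA-GFP in 1% FBS DMEM, stimulated with 500 pg/mL TGF-beta after compound addition. %Activity was normalised to no-cell wells (complete cell-killing) and DMSO (no toxicity), and curves were fitted and classified.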
MmCpn inh: Inhibitors of TCP-1 ring complex (TRiC) of Methanococcus maripaludis (MmCpn): qHTS; hit rate 0.031% among 330,000; Chaperonin Mm-Cpn (Methanococcus maripaludis); Potency, µM (titrated, usually from 76.9 µM), for inactives: at the highest dose activity, negative = inhibition, usual class: inhibitors; purified Mm-Cpn ATPase, ADP Transcreener TR-FRET; further: potency means the concentration at half of the fitted maximal effect; on the % scale 0 is the no-effect control and ±100 the full control effect; nearly all actives have a fitted effect of over 80% in size
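ATPase read-out: TR-FRET ADP immunoassay (anti-ADP Eu cryptate vs ADP-d2), ex 320 nm, em 590/665 nm; signal drops as ADP forms. Enzyme 25 nM, ATP 10 uM, 30 min at 37°C after 10 min compound preincubation.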
Nrf2 activator: qHTS of Nrf2 Activators | hit rate 0.31% among 410,000 | AREc32 ARE-luciferase reporter (MCF7-derived line), luminescence, 24 h | Potency, µM (doses to about 46.1 µM), for the others: at the highest dose activation, most hits filed as activators; further: potency means the concentration at half of the fitted maximal effect; % of control where 0% means no effect; nearly all actives have a fitted effect of over 65% in size
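ARE-driven firefly luciferase activity in AREc32 cells measured after a 24 hr compound exposure at 37 deg C, using Steady-Glo reagent and a 30 min room-temperature hold.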
Abeta rescue: qHTS for compounds that reverse cellular toxicity of Amyloid beta (A-beta) peptide in yeast: Primary Screen; yeast expressing A-beta42, growth rescue, OD600, 48 h; response scale: 0% DMSO, 100% iron-clioquinol control; Potency, µM (doses to about 46.1 µM), for inactives: top-dose growth rescue, usual class: activators; hit rate 0.063% among 410,000; AID 1347071, 2019; further: potency means the concentration at half of the fitted maximal effect; nearly all actives have a fitted effect of over 55% in size
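Growth rescue measured by 600 nm absorbance after 48 h yeast culture at 30 C with compound. Values normalized between DMSO and an equimolar ferric chloride plus clioquinol control.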
pAkt inh: HTS Assay for Inhibitors of Akt Phophorylation: Primary Screen; Neuro2A IGF-stimulated pAkt S473 HTRF, 20 min; hits give low values; activity change, % for hits at 50 µM; hit rate 0.32% among 360,000; AID 651550, 2012; in the data active means activity change below about -80%; inconclusive means mostly about -51% to -80%; further: on the % scale 0 is the no-effect control and ±100 the full control effect
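Single-point screen (50 µM final compound) in Neuro2A cells stimulated 20 min with 6 nM IGF at 37 deg C. After lysis, Ser473-phosphorylated Akt read by HTRF (ex 330 nm, em 615/665 nm) as the 665/615 ratio.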
Starred values were filed as active, the others as inactive. Unless noted, the call rests on the fitted dose curve; in most records, active means well fitted curve in the direction sought with a large enough effect; inconclusive means small, poorly fitted or top-dose-only effect, or another doubt; inactive means no such curve, though single readings can be large; an effect the other way counts as inactive or inconclusive.

Preview, two compounds:
What do the screens show for `O=C(Nc1ccccc1C(=O)NCCc1ccc(O)cc1)c1ccco1`?
TGFb SMAD3 inh: -6%; A549 tox: 4%; Nrf2 inh: 3%; CCT chaperon mod: 1.5; HepG2 viability: -3%; MmCpn inh: 0%; Nrf2 activator: -0.5%; Abeta rescue: 4%; pAkt inh: inactive

How did COc1cccc(-n2c(N)c(-c3nc4ccccc4[nH]3)sc2=S)c1 do in these assays?
TGFb SMAD3 inh: 8%; A549 tox: 5%; Nrf2 inh: 12%; CCT chaperon mod: 2.0; HepG2 viability: -14%; MmCpn inh: -7%; Nrf2 activator: 4.1%; Abeta rescue: -16%; pAkt inh: inactive

The list itself, from the first entry:
What do the screens show for `O=C(Nc1ccccc1C(=O)NCCc1ccc(O)cc1)c1ccco1`?
TGFb SMAD3 inh: -6%; A549 tox: 4%; Nrf2 inh: 3%; CCT chaperon mod: 1.5; HepG2 viability: -3%; MmCpn inh: 0%; Nrf2 activator: -0.5%; Abeta rescue: 4%; pAkt inh: inactive

How did COc1cccc(-n2c(N)c(-c3nc4ccccc4[nH]3)sc2=S)c1 do in these assays?
TGFb SMAD3 inh: 8%; A549 tox: 5%; Nrf2 inh: 12%; CCT chaperon mod: 2.0; HepG2 viability: -14%; MmCpn inh: -7%; Nrf2 activator: 4.1%; Abeta rescue: -16%; pAkt inh: inactive

What do the screens show for `CC1(c2ccccc2)NC(=O)N(CC(=O)Nc2ccc3c(c2)CCC3)C1=O` (stereo not drawn)?
TGFb SMAD3 inh: -14%; A549 tox: -2%; Nrf2 inh: -19%; CCT chaperon mod: -1.7; HepG2 viability: -16%; MmCpn inh: 0%; Nrf2 activator: 0.3%; Abeta rescue: -12%; pAkt inh: inactive

What do the screens show for `COc1cccc2c(=O)n(CC(=O)Nc3ccc(F)cc3)ccc12`?
TGFb SMAD3 inh: -1%; A549 tox: 5%; Nrf2 inh: -10%; CCT chaperon mod: -2.1; HepG2 viability: -17%; MmCpn inh: -9%; Nrf2 activator: -0.1%; Abeta rescue: -9%; pAkt inh: inactive

How did S=C(NCc1ccccc1)Nc1cccc(Cl)c1 do in these assays?
TGFb SMAD3 inh: inconclusive; A549 tox: 6%; Nrf2 inh: -16%; CCT chaperon mod: -4.8; HepG2 viability: -34%; MmCpn inh: 1%; Nrf2 activator: 0.6%; Abeta rescue: -12%; pAkt inh: inactive

How did O=C1C=C(NCc2ccc(Cl)c(Cl)c2)CC1 do in these assays?
TGFb SMAD3 inh: 9%; A549 tox: -7%; Nrf2 inh: -12%; CCT chaperon mod: -1.3; HepG2 viability: -2%; MmCpn inh: 2%; Nrf2 activator: 0.5%; Abeta rescue: 16%; pAkt inh: inactive

How did CSCCC(=O)N(C)CC1CCN(CCc2cccc(C(F)(F)F)c2)CC1 do in these assays?
TGFb SMAD3 inh: -5%; A549 tox: inconclusive; Nrf2 inh: -10%; CCT chaperon mod: -1.1; HepG2 viability: 1%; MmCpn inh: 1%; Nrf2 activator: 0.5%; Abeta rescue: -15%; pAkt inh: inactive

What do the screens show for `O=C(Nc1nnc([C@@H]2C[C@H](O)[C@@H](CO)O2)s1)Nc1ccccc1C(F)(F)F`?
TGFb SMAD3 inh: -6%; CCT chaperon mod: -1.7; HepG2 viability: 0%; Nrf2 activator: 2.7%; Abeta rescue: -10%; pAkt inh: inactive

What do the screens show for `COc1ccc(N2CCN(C(=O)CSc3c4c(nc5ccc(Cl)cc35)CCCC4)CC2)cc1`?
TGFb SMAD3 inh: inconclusive; A549 tox: -21%; Nrf2 inh: inconclusive; HepG2 viability: -34%; Nrf2 activator: inconclusive; Abeta rescue: -34%

How did CC(=O)C1=C(O)C(=O)N(c2ccc(Br)cn2)C1c1ccccc1F (stereo not drawn) do in these assays?
TGFb SMAD3 inh: 1%; A549 tox: 0%; Nrf2 inh: 2%; CCT chaperon mod: -10; HepG2 viability: 6%; MmCpn inh: -9%; Nrf2 activator: 3.9%; Abeta rescue: 14%; pAkt inh: inactive

What do the screens show for `CN(CCC#N)C(=O)COC(=O)c1cc(Cl)cc(Cl)c1N`?
TGFb SMAD3 inh: -12%; A549 tox: -1%; Nrf2 inh: 10%; CCT chaperon mod: -1.4; HepG2 viability: -25%; MmCpn inh: -3%; Nrf2 activator: 5.1%; Abeta rescue: 5%; pAkt inh: inactive

Results for Cc1cc(=O)oc2cc(NC(=O)c3ccccc3Cl)ccc12 ?
TGFb SMAD3 inh: -1%; A549 tox: -2%; Nrf2 inh: 23%; CCT chaperon mod: -4.8; HepG2 viability: -15%; MmCpn inh: -5%; Nrf2 activator: 5µM*; Abeta rescue: -3%; pAkt inh: inactive

What do the screens show for `O=C(Nc1cc(Cl)cc(Cl)c1)c1ccc(F)c(S(=O)(=O)NC2CCCC2)c1`?
TGFb SMAD3 inh: inconclusive; A549 tox: -23%; HepG2 viability: -111%; Nrf2 activator: 0.3%; Abeta rescue: -9%

Results for COc1cccc(OCC(=O)NNC(=O)c2cnccn2)c1 ?
TGFb SMAD3 inh: -13%; A549 tox: -6%; Nrf2 inh: 4%; CCT chaperon mod: -1.9; HepG2 viability: 3%; MmCpn inh: -2%; Nrf2 activator: -0.2%; Abeta rescue: 10%; pAkt inh: inactive

Results for O=C(CN(CC(=O)N1CCOCC1)S(=O)(=O)c1ccc(Br)s1)N1CCOCC1 ?
TGFb SMAD3 inh: -13%; A549 tox: 0%; Nrf2 inh: 10%; CCT chaperon mod: -0.6; HepG2 viability: 8%; Nrf2 activator: -0.1%; Abeta rescue: 3%; pAkt inh: inactive

How did COc1ccc(-c2nc3ccc(Cl)cn3c2Cc2ccccc2C(F)(F)F)cc1OC do in these assays?
TGFb SMAD3 inh: inconclusive; CCT chaperon mod: -2.3; HepG2 viability: -86%; Nrf2 activator: 0.1%; Abeta rescue: 6%; pAkt inh: inactive

What do the screens show for `COc1ccc(C)cc1NC(=O)c1c([N+](=O)[O-])cnn1C`?
TGFb SMAD3 inh: 24%; A549 tox: -1%; Nrf2 inh: 7%; CCT chaperon mod: -8.0; HepG2 viability: -4%; MmCpn inh: 0%; Nrf2 activator: 2.5%; Abeta rescue: 14%; pAkt inh: inactive

Results for CC(C)(C)OC(=O)N1CCC(c2c(C(=O)Nc3ccc4c(c3)OCCO4)cnn2-c2ccc(F)cc2F)CC1 ?
TGFb SMAD3 inh: inconclusive; A549 tox: inconclusive; Nrf2 inh: -11%; HepG2 viability: -17%; Nrf2 activator: 0.1%; Abeta rescue: 1%

Results for COc1ccc(CNC(=O)Cn2nc(C(F)(F)F)cc2C)cc1 ?
TGFb SMAD3 inh: 16%; A549 tox: 0%; Nrf2 inh: inconclusive; CCT chaperon mod: -0.3; HepG2 viability: 6%; MmCpn inh: 4%; Nrf2 activator: -0.8%; Abeta rescue: -9%; pAkt inh: inactive

What do the screens show for `CN(C(=O)COC(=O)c1nc(Cl)ccc1Cl)c1ccccc1`?
TGFb SMAD3 inh: 19%; A549 tox: 0%; Nrf2 inh: 8%; CCT chaperon mod: -13; HepG2 viability: 1%; MmCpn inh: 3%; Nrf2 activator: 12%; Abeta rescue: -6%; pAkt inh: inactive

What do the screens show for `O=C(COC(=O)c1ccc(Cl)cc1)NCC1CCCCC1`?
TGFb SMAD3 inh: 16%; A549 tox: 8%; Nrf2 inh: 7%; CCT chaperon mod: -4.3; HepG2 viability: -8%; MmCpn inh: 1%; Nrf2 activator: -0.5%; Abeta rescue: -8%; pAkt inh: inactive

What do the screens show for `Cc1ccc(Cn2c(C)c(CNC3CCCCC3)c(C(=O)O)c2C)cc1`?
TGFb SMAD3 inh: inconclusive; A549 tox: 0%; Nrf2 inh: 4%; HepG2 viability: -24%; Nrf2 activator: 0.8%; Abeta rescue: 1%

Results for Cc1ccc(N(CC(=O)NN=C2CCN(C)CC2)S(=O)(=O)c2ccc(C)cc2)cc1 ?
TGFb SMAD3 inh: -2%; A549 tox: 3%; Nrf2 inh: 16%; CCT chaperon mod: -1.8; HepG2 viability: 0%; MmCpn inh: -1%; Nrf2 activator: 0.2%; Abeta rescue: -8%; pAkt inh: inactive

How did Oc1ccccc1CNn1cnnc1 do in these assays?
TGFb SMAD3 inh: 7%; A549 tox: 3%; Nrf2 inh: 12%; CCT chaperon mod: -1.3; HepG2 viability: 6%; MmCpn inh: 0%; Nrf2 activator: -1.1%; Abeta rescue: -7%; pAkt inh: inactive

How did COc1ccc(N2C(=O)CC(Sc3nc(C)cc(C)n3)C2=O)cc1OC (stereo not drawn) do in these assays?
TGFb SMAD3 inh: 14%; A549 tox: -5%; Nrf2 inh: 1%; CCT chaperon mod: 1.1; HepG2 viability: -3%; MmCpn inh: 1%; Nrf2 activator: 0.4%; Abeta rescue: 15%; pAkt inh: inactive

What do the screens show for `CCOC(=O)c1n[nH]n(-c2cc(Cl)cc(Cl)c2)c1=O`?
TGFb SMAD3 inh: -7%; A549 tox: -1%; Nrf2 inh: 1%; CCT chaperon mod: -1.2; HepG2 viability: 9%; MmCpn inh: -1%; Nrf2 activator: -0.8%; Abeta rescue: 3%; pAkt inh: inactive

How did COc1ccc(C(=O)OCC[N+]2(C)CCOCC2)cc1 do in these assays?
TGFb SMAD3 inh: 9%; A549 tox: 0%; Nrf2 inh: 6%; CCT chaperon mod: 1.6; HepG2 viability: 10%; MmCpn inh: 1%; Nrf2 activator: -0.8%; Abeta rescue: -5%; pAkt inh: inactive
